# PLK1 PBD block: qHTS for Inhibitors of PLK1-PDB (polo-like kinase 1 - polo-box domain): Primary Screen; Serine/threonine-protein kinase PLK1 (Homo sapiens), P53350; 360,000 compounds, 2.8% hits; Potency, µM, inactives show max response, negative = inhibition, hits mostly inhibitors; AID 720504, 2013; Plk1 PBD binding of FITC phosphopeptide, fluorescence polarization; also: potency is read from the fitted curve at half-maximal effect; series mostly up to about 57 µM; % is scaled to controls: 0 for no effect and ±100 for the full control effect; nearly all actives have a fitted effect of over 65% in size
# Target sequence (P53350 whole entry, looked up, the tested form may be a part): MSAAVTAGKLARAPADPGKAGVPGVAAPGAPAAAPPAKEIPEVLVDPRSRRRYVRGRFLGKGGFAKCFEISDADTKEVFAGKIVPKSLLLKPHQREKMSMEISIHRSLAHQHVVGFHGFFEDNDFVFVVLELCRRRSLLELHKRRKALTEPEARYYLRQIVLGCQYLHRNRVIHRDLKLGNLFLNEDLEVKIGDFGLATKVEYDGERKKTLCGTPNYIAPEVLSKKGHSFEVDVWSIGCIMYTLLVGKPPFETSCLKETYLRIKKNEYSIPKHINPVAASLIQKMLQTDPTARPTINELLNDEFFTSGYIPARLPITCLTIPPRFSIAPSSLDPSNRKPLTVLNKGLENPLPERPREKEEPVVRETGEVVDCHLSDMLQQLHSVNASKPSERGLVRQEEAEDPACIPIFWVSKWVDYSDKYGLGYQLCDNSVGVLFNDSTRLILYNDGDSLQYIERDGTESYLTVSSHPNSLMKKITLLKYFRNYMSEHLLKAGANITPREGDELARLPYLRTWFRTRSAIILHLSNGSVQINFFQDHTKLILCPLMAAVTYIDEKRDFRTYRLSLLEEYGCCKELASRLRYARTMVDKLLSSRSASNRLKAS
# GLP-1R agonist: qHTS of GLP-1 Receptor Agonists; AID 624172, 2012; Potency, µM (titrated, usually from 45.6 µM), for inactives: at the highest dose activation, hits mostly activators; Glucagon-like peptide 1 receptor (Homo sapiens), P43220; 380,000 compounds, 0.007% hits; HEK293 GLP-1R CRE-luciferase, luminescence, 4-6 h; cells express a hypersensitive GLP-1R form; also: potency is read from the fitted curve at half-maximal effect; % of control where 0% means no effect
# D3 ag: qHTS of D3 Dopamine Receptor Agonist: qHTS | D(3) dopamine receptor (Homo sapiens), P35462 | max activation, % | 410,000 compounds, 0.58% hits | D3R DiscoveRx beta-arrestin cells, luminescence, 90 min; in the data active = max activation above about 30%; also: 0% is about no effect; mostly tested at two doses, the higher about 12 µM
# Target sequence (P35462 whole entry, looked up): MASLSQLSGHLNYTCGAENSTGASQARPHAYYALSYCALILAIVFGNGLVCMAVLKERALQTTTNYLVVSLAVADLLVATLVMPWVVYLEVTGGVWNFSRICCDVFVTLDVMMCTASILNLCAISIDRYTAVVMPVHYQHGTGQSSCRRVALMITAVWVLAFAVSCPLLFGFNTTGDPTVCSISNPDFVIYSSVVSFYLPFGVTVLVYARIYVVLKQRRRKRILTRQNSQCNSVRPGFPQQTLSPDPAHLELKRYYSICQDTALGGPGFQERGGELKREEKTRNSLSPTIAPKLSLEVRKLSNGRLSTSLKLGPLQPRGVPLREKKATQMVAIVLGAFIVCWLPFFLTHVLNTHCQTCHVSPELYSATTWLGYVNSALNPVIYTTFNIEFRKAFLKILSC
#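 Agonist mode: compounds and dopamine controls were applied to plated cells for 90 min at 37 degrees C after an overnight attachment at 1500 cells/well. Luminescent read-out followed 30 - 60 minutes at room temperature with DiscoveRx detection reagent.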
# D3 antag: qHTS of D3 Dopamine Receptor Antagonist: qHTS; D(3) dopamine receptor (Homo sapiens), P35462; D3R cells, DiscoveRx beta-arrestin luminescence, antagonist mode; stronger effect = lower value; max response, negative = inhibition, %; 360,000 compounds, 2.5% hits; in the data active = max response below about -50%; inconclusive = no clear call, values can overlap the other calls; also: % is scaled to controls: 0 for no effect and ±100 for the full control effect; mostly tested at two doses, the higher about 12 µM
#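 Cells expressing the human receptor were seeded at 1500 cells/well, incubated overnight at 37 degrees C in 5% CO2, then exposed to library compounds with dopamine controls for 90 minutes at 37 degrees C before luminescent detection.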
# IL2 activator: qHTS of IL-2 Activators | 360,000 compounds, 0.065% hits | AID 652025, 2013 | activation, % (series mostly up to about 46 µM) | IL-2 activation reporter assay, cell-based qHTS; stimulated with anti-CD3/CD4/CD28 beads; in transgenic mouse T cells; in the data active = activation above about 50%; inconclusive = mostly about 30% to 49%; also: 0% is about no effect
#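 Unstimulated transgenic mouse T cells; 60-min compound exposure; bead-based TCR/CD4/CD28 stimulation; 18 h culture, 37 degrees C; dual fluorescence (EGFP, DsRed) plate cytometry.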
# GLP1R cytotox: qHTS of GLP-1 Receptor Inverse Agonists: Cytotox Screen; HEK293 cAMP-luciferase reporter cells, luminescence, 24 h; 410,000 compounds, 0.13% hits; AID 624418, 2012; Potency, µM (series often up to 38.3 µM), for inactives: top-dose activity change, negative = inhibition, hits mostly inhibitors;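 also: loss of luciferase light is scored as toxicity; potency is read from the fitted curve at half-maximal effect; % is scaled to controls: 0 for no effect and ±100 for the full control effect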
#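 Seeding density was 200 cells/uL; after overnight-length (12 h) culture, 23 nL compounds went on for 24 h at 37 °C. Readout used a luciferase detection reagent, luminescence taken after 12 min at room temperature.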
# WRN helicase inh: qHTS for Inhibitors of WRN Helicase. Bifunctional 3'-5' exonuclease/ATP-dependent helicase WRN (Homo sapiens), Q14191. WRN helicase unwinding, fluorescent forked duplex, kinetic. Potency, µM (series often up to 114 µM), for the others: at the highest dose activity change, negative = inhibition, actives largely listed as inhibitors. 360,000 compounds, 0.46% hits; also: potency is read from the fitted curve at half-maximal effect; % is scaled to controls: 0 for no effect and ±100 for the full control effect; nearly all actives have a fitted effect of over 55% in size
#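 WRN at 20 nM final preincubated with compound 15 min at room temperature; reaction started with 100 nM fluorophore/quencher forked duplex oligonucleotide and 2 mM ATP final. Unwinding followed kinetically by red fluorescence (ex 525, em 598 nm).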
# PI5P4Ka inh: qHTS for Inhibitors of phosphatidylinositol 5-phosphate 4-kinase (PI5P4K) | Phosphatidylinositol 5-phosphate 4-kinase type-2 alpha (Homo sapiens), P48426 | 330,000 compounds, 1.2% hits | AID 652105, 2013 | max response, % | PI5P4Kalpha enzyme, ADP-Glo luminescence, 60 min; stronger effect = lower value; active = max response of -50% or lower; inconclusive = between -30% and -50%; inactive = -30% or higher; also: value at the top dose of about 77 µM; % is scaled to controls: 0 for no effect and ±100 for the full control effect
#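 Compounds were pin-transferred onto PI5P4Kalpha and substrate in HEPES pH 7.4 buffer with EGTA, CHAPS and 5% DMSO. ATP (5 microM final) started the reaction, which ran 60 minutes at room temperature before ADP-Glo detection.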
# GLP1R inv ag: qHTS of GLP-1 Receptor Inverse Agonists (Inhibition Mode); Glucagon-like peptide 1 receptor (Homo sapiens), P43220; HEK293 GLP-1R CRE-luciferase, luminescence, 24 h; GLP-1R form is constitutively active; Potency, µM (highest dose often 38.3 µM), for inactives: at the top dose activity change, negative = inhibition, actives largely listed as inhibitors; 410,000 compounds, 1.6% hits; AID 624417, 2012; also: potency is read from the fitted curve at half-maximal effect; % is scaled to controls: 0 for no effect and ±100 for the full control effect; nearly all actives have a fitted effect of over 55% in size
#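 GLP-1R inverse agonism mode: basal reporter luminescence in engineered HEK293 cells measured after one day of compound exposure at 37 deg C, with a 12 min room-temperature detection step.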
# * hit, by the source's call; ? = inconclusive; . = not tested or not shown; [ ] = dose if it differs, or a comment. Unless noted, calls follow the shape of the dose curve; as a rule, active = well fitted curve in the direction sought with a large enough effect; inconclusive = small, poorly fitted or top-dose-only effect, or another doubt; inactive = no such curve, though single readings can be large; an effect the other way counts as inactive or inconclusive.
Compound	PLK1 PBD block	GLP-1R agonist	D3 ag	D3 antag	IL2 activator	GLP1R cytotox	WRN helicase inh	PI5P4Ka inh	GLP1R inv ag
CCN(CC)CCNC(Cc1ccccc1)c1cccc(OC)c1 (stereo not given)	-6%	2%	-18	-6	-3.8	-20%	2%	16	?
Cn1c2c(c(=O)c3ccccc31)CCCC2	-4%	0%	3	12	-0.3	-11%	-11%	-5	5%
O=C(N/N=C/c1ccc(Sc2nc3ccccc3[nH]2)o1)c1ccncc1	?	0%	-5	-3	-0.5	-10%	-1%	-9	0%
COc1ccc(N(CC(=O)NC2CC3CCC2C3)S(=O)(=O)c2ccccc2)cc1OC (stereo not given)	-23%	12%	-9	11	0.6	23%	12%	-1	-23%
Cc1cccc(N=C2NC(=O)/C(=C/c3cccs3)S2)c1	-19%	14%	-36	-7	-0.6	11%	-9%	-15	44%[activator]
COc1ccc2cc3cc(C(=O)N4CCCCC4C)oc3nc2c1 (stereo not given)	-1%	-1%	-15	-19	-0.1	1%	-5%	-8	?
CCN(CC)c1ccc(NC(=S)NC(=O)c2cccs2)cc1	-8%	3%	-5	-3	-2.9	?	-1%	2	?
CC(C)(C)c1cc(C(=O)NCC(=O)OCC(=O)c2cccc([N+](=O)[O-])c2)cc(C(C)(C)C)c1	-1%	-8%	-2	4	0.2	-7%	-17%	-4	-1%
COCCNC(=O)c1cn(C(C)c2ccccc2F)nn1 (stereo not given)	1%	2%	1	-3	4.9	7%	-8%	6	7%
COC(=O)c1cccc(N(CC(=O)NC2CCCC2)C(=O)CNC(=O)c2cccs2)c1	4%	16%	16	0	-0.2	2%	2%	0	7%
COc1ccccc1/C=C/c1ccc2cccc(O)c2n1	-6%	-5%	-17	-12	-2.4	?	-9%	?	?
COc1cc(NC(=O)COC(=O)c2cnccn2)c(C)cc1[N+](=O)[O-]	-12%	0%	-6	-12	-3.7	13%	-2%	-26	-7%
COC(=O)c1cnc(SCc2ccc(C)cc2)n1C	-14%	11%	9	-6	0.5	9%	6%[57.1 µM]	-2	14%
O=C(CNS(=O)(=O)c1ccc2c(c1)OCCCO2)N1CCN(Cc2ccccc2)CC1	-29%	12%	0	12	0.0	-2%	-1%	4	-21%
CCOC(=O)C1(C)CCCN(C(=O)c2cccc3ccccc23)C1 (stereo not given)	-10%	-2%	5	15	1.5	-3%	4%	1	-8%
O=C(C1CCC(=O)N(C2CC2)C1)N1CCC(Oc2ccccc2F)CC1 (stereo not given)	-14%	-3%	-5	-1	0.5	1%	-23%	4	13%
CC(=O)n1nc2nc(C)cc(C)c2c1N	-5%	-10%	-25	-28	-1.4	6%	1%	.	37%[activator]
COCCn1c(SCC(=O)Nc2nnc(C)s2)nnc1-c1c[nH]c2ccccc12	-7%	-10%	1	22	-2.1	-7%	-3%	.	27%
Brc1ccc(C2NCCS2)cc1 (stereo not given)	-2%	-3%	-11	-12	-2.2	-2%	3%[57.1 µM]	-1	20%
O=C1c2cccnc2C(=O)N1Cc1ccccc1	-3%	2%	-8	-27	-1.1	-1%	0%	1	-5%

# Quoted from the listing.
# Cc1cccc(N=C2NC(=O)/C(=C/c3cccs3)S2)c1 in PLK1 PBD block is entered as -19%
# COC(=O)c1cccc(N(CC(=O)NC2CCCC2)C(=O)CNC(=O)c2cccs2)c1 in GLP-1R agonist is entered as 16%
# COCCNC(=O)c1cn(C(C)c2ccccc2F)nn1 (stereo not given) in GLP-1R agonist is entered as 2%
# COc1ccc(N(CC(=O)NC2CC3CCC2C3)S(=O)(=O)c2ccccc2)cc1OC (stereo not given) in D3 ag is entered as -9
# O=C(C1CCC(=O)N(C2CC2)C1)N1CCC(Oc2ccccc2F)CC1 (stereo not given) in D3 antag is entered as -1

# Quoted at random: 4 compounds from above, in no set order.
Compound	PLK1 PBD block	GLP-1R agonist	D3 ag	D3 antag	IL2 activator	GLP1R cytotox	WRN helicase inh	PI5P4Ka inh	GLP1R inv ag
COc1ccc(N(CC(=O)NC2CC3CCC2C3)S(=O)(=O)c2ccccc2)cc1OC (stereo not given)	-23%	12%	-9	11	0.6	23%	12%	-1	-23%
COC(=O)c1cnc(SCc2ccc(C)cc2)n1C	-14%	11%	9	-6	0.5	9%	6%[57.1 µM]	-2	14%
COCCNC(=O)c1cn(C(C)c2ccccc2F)nn1 (stereo not given)	1%	2%	1	-3	4.9	7%	-8%	6	7%
CC(C)(C)c1cc(C(=O)NCC(=O)OCC(=O)c2cccc([N+](=O)[O-])c2)cc(C(C)(C)C)c1	-1%	-8%	-2	4	0.2	-7%	-17%	-4	-1%

# Next structures follow.
Compound	PLK1 PBD block	GLP-1R agonist	D3 ag	D3 antag	IL2 activator	GLP1R cytotox	WRN helicase inh	PI5P4Ka inh	GLP1R inv ag
COc1ccc(CC(=O)Nc2nc(C)cs2)cc1OC	-5%	7%	2	1	-3.5	-6%	11%[57.1 µM]	-8	34%[activator]
CC(C)C[C@@H](C)C(=O)N(Cc1ccccc1)c1ccccc1	4%	-4%	-1	?	-0.3	10%	2%	-3	?
COC(=O)c1sccc1NC(=O)c1cccc(F)c1	-2%	19%	4	1	0.8	3%	4%	-1	40%[activator]
O=c1[nH]c(C2CCN(S(=O)(=O)c3ccccc3)CC2)nc2c1nnn2Cc1cccc(Cl)c1	-20%	21%	-1	-9	-2.7	?	-4%	-24	-19%
O=C1C=CN2CCCCC2CC1 (stereo not given)	-18%	-3%	4	13	-0.8	-1%	-3%	1	-21%
C[n+]1ccccc1/C=C/c1cc(Br)ccc1O	-21%	0%	0	-5	7.2	0%	8%	-6	0%
COc1ccc(-c2[nH]c(-c3ccc(F)cc3)nc2SCC(=O)NC2CCCC2)cc1	-8%	4%	-12	-11	2.9	-20%	-5%	8	7.9µM*
CC1(c2cc([N+](=O)[O-])cc([N+](=O)[O-])c2)CC(C)(C)N(C(=O)c2ccccc2)c2ccccc21 (stereo not given)	3%	-7%	0	9	-1.2	2%	-4%	-1	0%
O=C(CSc1nnc(Cn2nnc3ccccc32)o1)Nc1cccc(Cl)c1	-5%	1%	3	-13	-0.3	-5%	-3%	-5	0%
CC(=O)Nc1ccc(NC(=O)C(C)OC(=O)/C=C/c2cn(-c3ccccc3)nc2-c2cccnc2)cc1 (stereo not given)	-6%	2%	4	12	0.0	0%	1%	0	7%
N#Cc1ccccc1S(=O)(=O)N1CCN(C(=O)Cc2n[nH]c(=O)c3ccccc23)CC1	-10%	10%	22	8	0.0	2%	2%	0	2%
O=C(NC(Cc1c[nH]c2ccccc12)C(=O)O)/C(=C/c1ccc2c(c1)OCO2)NC(=O)c1ccccc1 (stereo not given)	3%	13%	-15	-21	-3.1	-2%	8%	-12	-3%
C[C@@H]1NC(=O)[C@@]2(C)[C@@H](c3ccccc3)[C@H]3COc4ccccc4[C@@H]3N2C1=O	3%	8%	8	2	-0.1	-13%	2%	-1	12%
CCCn1c(CN2CCN(C(C)=O)CC2)nc2cc(S(=O)(=O)N(C)C)ccc21	-17%	10%	-6	-16	-0.2	-10%	-8%	1	-9%
CCOC(=O)c1cn(C2CC2)c2c(F)c(F)c(F)cc2c1=O	-3%	1%	1	14	3.1	-15%	-5%	-5	4%
CCc1noc(C)c1C(=O)Nc1nc(-c2ccc(F)cc2)c(C)s1	-3%	-2%	3	9	0.0	4%	1%	13	?
CC(=O)Nc1ccc(NC(=O)C(C)OC(=O)c2oc3ccccc3c2C)cc1 (stereo not given)	4%	8%	3	8	0.7	-4%	-2%	-2	-3%
COc1ccc(CNC(=O)CCc2nc(-c3ccccc3F)no2)c(OC)c1	?	1%	-1	0	0.4	4%	-3%	-1	-16%
NC(=O)CCCn1c(C(=O)c2ccc(Cl)cc2)c2ccc([N+](=O)[O-])cc2[n+]1[O-]	-6%	9%	2	10	-0.8	-19%	-20%	-5	-1%
COc1ccc(C#Cc2c(-c3ccc(OC)cc3)oc3ccc(-c4ccc(OC)cc4)cc23)cc1	-8%	4%	4	18	-0.1	0%	-10%	17	11%
Oc1ccc(-c2csc(Nc3cccnc3)n2)cc1	?	12%	-7	-13	-1.9	0%	-14%	.	0%
CCCN1Cc2cccc(C(=O)NCCCOC(C)C)c2C1=O	-6%	10%	-3	-20	-1.7	26%	3%	7	5%
Cc1cccc([C@@H]2[C@@H]3C(=O)N(Cc4ccccc4)C(=O)[C@@H]3[C@]3(Cc4ccccc4)C(=O)N(c4ccccc4)C(=O)N23)c1	-28%	-4%	-12	0	0.4	-5%	5%	-15	-5%
CCN(CC(=O)NCc1cccs1)C(=O)/C=C/c1ccc(C)cc1	-11%	2%	-2	-2	-0.2	-10%	2%	1	-15%
COc1cc(-c2nnc(SCC(=O)c3cc(C)n(CC4CCCO4)c3C)o2)cc(OC)c1OC (stereo not given)	-8%	9%	-4	1	-1.7	15%	-6%	2	-10%
CCC(CC)C(=O)Nc1nnc2n1CCS2	.	-4%	-6	.	.	-11%	.	.	0%
O=S(=O)(c1cc(Br)c(Cl)s1)N1CCCC1	1%	8%	-10	1	1.0	3%	2%	2	?
CCCCCCCCN1C(=O)[C@H](CC(=O)NCC2CCCCC2)C[C@@]2(C(=O)OC)CC(C)(C)CC=C12	-6%	.	-4	-5	-0.9	-6%	-4%	13	12%
